MCL1-BIM inh: inhibitors of human MCL1 binding to BIM-BH3 peptide; Q07820; 320,000 tested, 0.68% active; AID 2057; inhibition, % at 10.9 µM; GST-MCL1 / FITC-Bim-BH3 fluorescence polarization;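 active = inhibition above the mean inhibition of all tested compounds plus 3 SD, set per campaign, cut at about 40% in these data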;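 note: 0% = DMSO wells and 100% = unlabeled Bim-BH3 peptide control; higher means more loss of mP so more displacement of Bim peptide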
Target sequence (Q07820 whole entry, looked up): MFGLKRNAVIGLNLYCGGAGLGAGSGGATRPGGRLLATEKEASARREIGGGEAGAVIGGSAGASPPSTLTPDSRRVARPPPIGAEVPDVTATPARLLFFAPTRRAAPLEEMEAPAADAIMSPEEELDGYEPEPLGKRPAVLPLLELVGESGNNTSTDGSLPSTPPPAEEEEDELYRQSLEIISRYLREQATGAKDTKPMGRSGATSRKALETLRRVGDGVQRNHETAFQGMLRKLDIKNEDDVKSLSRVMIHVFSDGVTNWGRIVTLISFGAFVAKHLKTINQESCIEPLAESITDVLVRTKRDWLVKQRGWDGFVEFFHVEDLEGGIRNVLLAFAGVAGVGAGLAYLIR
CR mimetic SO: caloric restriction mimetics inhibiting age-related superoxide in yeast | 330,000 tested, 0.18% active | S. cerevisiae aged cells, superoxide DHE fluorescence; active compounds read low | superoxide response (% of plate mean), % at 10 µM;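 active = superoxide response under a set limit, about three screen SD below normal, cut at about 65% in these data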;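 note: yeast aged for seven days with compound at 30 °C before DHE staining; 100% = average MFI of all compound-treated wells on the plate with controls excluded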
Fam108B inh: counter-screen for RBBP9 inhibitors: inhibitors of mouse Fam108B | recombinant Fam108B, FP-Rh probe fluorescence polarization | inhibition, % at 9.51 µM | 300,000 tested, 0.33% active;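 active = inhibition above the screen mean inhibition plus 3 SD, computed separately per campaign, cut at about 18% in these data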;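 note: inhibitors lower polarization as less probe binds the enzyme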
Efflux pump inh: antifungal efflux pump inhibition, Nile Red retention; AID 485275; 330,000 tested, 0.44% active; inhibition, % at 10 µM; S. cerevisiae Candida pump triplex;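 active = plate passing quality check with inhibition over a set limit, or well fluorescence over plate mean plus 4 SD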;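 note: Nile Red retained in pooled yeast measured as flow cytometry median fluorescence; 0% = buffer negative control and 100% = Enniatin B positive control; higher means more Nile Red kept so more efflux inhibition; some compounds called inactive have numbers as strong as hits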
ZTA DNA inh: counter-screen for EBNA-1 inhibitors: inhibitors of Epstein-Barr virus ZTA; P03206; AID 2234; 320,000 tested, 0.15% active; inhibition, % at 11 µM; ZTA-DNA binding, fluorescence polarization; in the data active = inhibition above about 33%
Target sequence (P03206 whole entry, looked up): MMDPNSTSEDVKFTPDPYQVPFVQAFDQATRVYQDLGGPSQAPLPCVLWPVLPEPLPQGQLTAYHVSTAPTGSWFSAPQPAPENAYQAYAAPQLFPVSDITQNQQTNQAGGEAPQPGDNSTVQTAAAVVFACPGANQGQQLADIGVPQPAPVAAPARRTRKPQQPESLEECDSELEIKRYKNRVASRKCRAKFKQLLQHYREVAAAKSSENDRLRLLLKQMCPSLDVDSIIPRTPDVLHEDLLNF
MEX-5 binding: C. elegans MEX-5 TCR-2 RNA binding activity. Q9XUB2. MEX-5/FITC-TCR2 RNA binding, fluorescence polarization; active compounds read low. activity score (negative = inhibition of binding), % at 10 µM. 300,000 tested, 0.38% active. AID 1832;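 active = inhibition past about -25% in most replicates, and total fluorescence under double the plate's negative control median, limit read from the data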;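 note: 0% = DMSO and -100% = 5 µM competing unlabeled TCR2 RNA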
EBNA-1 inhibitor: blocks EBNA-1 binding to DNA. EBNA-1 DNA binding, fluorescence polarization. inhibition, % at 14.8 µM. 300,000 tested, 0.34% active; in the data active = inhibition above about 28%
BCLXL inh: Bcl-xL (human) inhibition | Q07817 | GST-Bcl-xL / FITC-Bim BH3 peptide fluorescence polarization | inhibition, % at 10.9 µM | 320,000 tested, 0.7% active | AID 2129;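 active = inhibition above the mean of all tested compounds plus 3 SD, cutoff set per campaign, cut at about 30% in these data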;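 note: 0% = DMSO wells and 100% = unlabeled Bim-BH3 peptide competitor; inhibitors lower millipolarization by displacing the labeled peptide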
GLD-1 RNA inh: GLD-1-TGE RNA interaction inhibition (C. elegans); Q17339; purified GLD-1 + fluorescein TGE RNA, fluorescence polarization; inhibition, % at 5.96 µM; 320,000 tested, 0.44% active; AID 2280;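 active = percent inhibition above a per-plate cutoff, the plate mean of test compounds plus 3 SD, cut at about 30% in these data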;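 note: 0% = DMSO wells with GLD-1 and probe and 100% = wells lacking GLD-1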
Target sequence (Q17339 whole entry, looked up): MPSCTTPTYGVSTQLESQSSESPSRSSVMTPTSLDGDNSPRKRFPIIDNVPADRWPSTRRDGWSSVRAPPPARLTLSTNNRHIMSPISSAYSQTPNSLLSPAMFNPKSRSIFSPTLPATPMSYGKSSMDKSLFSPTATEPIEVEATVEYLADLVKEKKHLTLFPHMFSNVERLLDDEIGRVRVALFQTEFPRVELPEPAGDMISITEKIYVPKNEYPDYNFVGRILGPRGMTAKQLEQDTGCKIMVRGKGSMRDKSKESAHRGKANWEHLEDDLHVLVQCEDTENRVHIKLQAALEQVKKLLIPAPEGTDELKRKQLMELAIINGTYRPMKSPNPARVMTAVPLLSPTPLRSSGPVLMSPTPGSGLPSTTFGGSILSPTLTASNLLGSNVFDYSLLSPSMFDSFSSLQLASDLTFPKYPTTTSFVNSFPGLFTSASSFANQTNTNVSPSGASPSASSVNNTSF
An asterisk follows results filed as active; nt = no result given.

#	compound	MCL1-BIM inh	CR mimetic SO	Fam108B inh	Efflux pump inh	ZTA DNA inh	MEX-5 binding	EBNA-1 inhibitor	BCLXL inh	GLD-1 RNA inh
1	COc1ccc(CC(C#N)(CO)c2nc3ccccc3[nH]2)cc1 (stereo not given)	0.6	109.7	-1.8	0.2	19.8	-0.3	2.1	1.7	-0.2
2	Cc1ccc(C(=O)NCCc2nnc(SCC(=O)Nc3nc(-c4ccccc4)cs3)n2C)cc1	3.5	102.7	1.2	-0.1	8.8	-1.6	3.6	1.0	8.2
3	CC(C)c1ccc(N(CCc2ccccn2)C(=O)C(C)(C)C)cc1	-3.9	103.0	-4.6	0.1	-9.5	-1.9	-5.4	-4.2	-1.6
4	CCOc1ccc(C(=O)CC(NCc2cccs2)C(=O)O)cc1 (stereo not given)	2.5	95.7	-0.4	-0.4	-6.1	-1.6	-3.1	7.1	1.7
5	Cc1ccc(C)c(C(=O)CSc2n[nH]c(C(C)C)n2)c1	0.5	102.8	0.4	0.0	-10.8	-1.2	-10.2	5.4	7.5
6	CN=c1scc(-c2ccccc2Br)n1/N=C/c1ccc[nH]1	-8.0	94.8	4.5	0.3	-12.1	3.7	-11.4	-4.3	-1.0
7	C=CCn1c(SCc2c(C)noc2C)nnc1C1COc2ccccc2O1 (stereo not given)	6.2	103.1	-1.3	0.0	0.0	-1.1	3.5	2.8	-6.7
8	Cc1cc2nc(C3CCCN(C(=O)NCc4ccccc4)C3)[nH]c2cc1C (stereo not given)	-3.5	81.7	-2.6	-0.1	0.6	1.0	3.4	3.9	0.7
9	C#CCNC(=O)C1=C[C@H](C2CCCCC2)C[C@H](OCc2ccc(CO)cc2)O1	0.9	90.4	-1.6	0.1	7.8	1.5	2.0	-4.0	1.6
10	CN(C)c1ccc(S(=O)(=O)NCC(=O)NCCOc2ccccc2F)cc1[N+](=O)[O-]	1.1	90.8	-5.2	-0.1	-17.8	-0.5	-2.4	-1.4	10.2
11	O=C(c1ccco1)N1CCN(CCCCN2C(=O)c3ccccc3C2=O)CC1	8.3	112.0	0.0	0.1	-17.5	-1.3	-10.8	5.6	-4.5
12	CCOc1ccc(NC(=O)CN(C)C(=O)C(C)N2C(=O)c3ccccc3C2=O)cc1OCC (stereo not given)	-1.6	101.7	nt	0.1	-2.5	nt	nt	-1.4	5.0
13	COc1ccc(CC(=O)n2nc(-c3ccccc3)nc2NCc2ccco2)cc1	8.7	100.6	-3.7	0.1	-14.2	-1.6	-4.3	3.3	3.1
14	Cc1ccc(C)c(NC(=S)NCC(c2ccccc2)N(C)C)c1 (stereo not given)	8.7	99.0	0.4	-0.4	4.0	-1.0	2.4	5.7	-4.4
15	COc1cccc(CN(C(=O)c2cc3ccccc3oc2=O)C2CCS(=O)(=O)C2)c1 (stereo not given)	5.0	73.3	1.2	-0.1	-6.3	0.4	-7.4	5.9	-3.9
16	CCOC(=O)Cc1csc(Nc2ccc(Cl)cc2)n1	7.8	91.2	2.7	0.0	8.3	0.0	-4.3	4.1	8.0
17	CC(CC(=O)OCC(=O)Nc1ccc2[nH]c(=O)[nH]c2c1)c1ccccc1 (stereo not given)	-2.5	105.9	nt	0.3	-4.5	nt	nt	-6.2	4.5
18	CCn1c(CC(=O)Nc2ccc(C)cc2)nnc1SCC(=O)N1CCN(c2ccccc2)CC1	4.3	99.8	-3.2	0.0	8.2	-1.9	-5.8	8.3	-0.7
19	COCC(=O)N(C)c1nnc(-c2cnccn2)s1	-6.4	88.9	2.6	0.0	-8.1	-0.4	8.3	0.2	-4.1
20	O=C1C2C3C=CC(C4CC34)C2C(=O)N1Cc1ccccc1 (stereo not given)	-8.1	109.1	-6.0	0.9*	-17.8	-5.4	-0.9	-6.9	-3.5
21	CCOc1ccc(NC(=O)COc2ccc(C(=O)NCc3cccnc3)cc2OC)cc1	6.2	108.9	-1.9	-0.1	-23.2	-2.6	4.8	2.5	4.0
22	COc1ccc(CCNC(=O)CCN2C(=O)[C@@H]3Cc4ccccc4CN3C2=O)cc1OC	0.2	84.3	0.5	-0.1	-4.9	nt	-6.4	3.2	5.2
23	CC(=O)NS(=O)(=O)c1ccc(NC(=O)COc2cccc3c2OC(C)(C)C3)cc1	7.0	90.3	0.2	0.1	1.6	-0.9	8.7	4.0	6.4
24	COc1cccc(CN2CCN(C(=O)C3CCC(=O)N(C4CCCC4)C3)CC2)c1 (stereo not given)	6.8	72.4	-0.1	-0.3	-1.6	-2.4	-7.0	1.4	11.3
25	COc1cccc(C(=O)NC(=O)Nc2cc(C)[nH]n2)c1	-1.6	85.0	-1.3	0.1	-5.6	0.9	1.8	1.6	7.2
26	Cc1cc2c(cc1S(=O)(=O)N1CCN(c3cccc(C(F)(F)F)c3)CC1)OCC(=O)N2	-5.3	93.0	-0.4	0.4	-4.7	0.4	-4.6	-1.6	1.4
27	Cc1cc(C)c(NC(=O)c2cn3c4c(c(N5CCN(C)CC5)c(F)cc4c2=O)OCC3C)c(C)c1 (stereo not given)	-15.2	109.7	-6.1	0.5	-18.6	-2.8	-8.8	-7.5	-4.3
28	Cn1c(=O)n(Cc2ccc(Cl)cc2)c2ccccc21	4.8	111.6	-3.2	0.0	-2.3	0.2	3.9	1.0	6.4
29	Cc1cc(Cl)cc(Br)c1OCCCN1C(=O)NC(C)(C)C1=O	-5.3	90.5	2.4	0.0	-2.3	-1.6	-6.4	1.3	2.7
30	CNCc1ccccc1OCC(=O)Nc1ccccc1OC	1.3	116.8	1.8	0.0	-15.0	1.9	2.9	1.5	5.0

Reprinted at random: 2 entries already listed, in no set order.
#	compound	MCL1-BIM inh	CR mimetic SO	Fam108B inh	Efflux pump inh	ZTA DNA inh	MEX-5 binding	EBNA-1 inhibitor	BCLXL inh	GLD-1 RNA inh
24	COc1cccc(CN2CCN(C(=O)C3CCC(=O)N(C4CCCC4)C3)CC2)c1 (stereo not given)	6.8	72.4	-0.1	-0.3	-1.6	-2.4	-7.0	1.4	11.3
2	Cc1ccc(C(=O)NCCc2nnc(SCC(=O)Nc3nc(-c4ccccc4)cs3)n2C)cc1	3.5	102.7	1.2	-0.1	8.8	-1.6	3.6	1.0	8.2

The listing continues.
#	compound	MCL1-BIM inh	CR mimetic SO	Fam108B inh	Efflux pump inh	ZTA DNA inh	MEX-5 binding	EBNA-1 inhibitor	BCLXL inh	GLD-1 RNA inh
31	COc1ccc(S(=O)(=O)CCC(=O)N2CCN(c3cccc(Cl)c3)CC2)cc1	-0.3	96.1	-0.1	-0.1	-24.4	1.1	12.0	2.1	8.6
32	Cc1cccc(NCc2ccc([N+](=O)[O-])s2)c1	17.4	98.0	4.7	0.0	-16.9	1.3	-9.0	8.2	2.1
33	Cn1cccc1/C=N/NC(=O)c1cccc(OC(F)(F)C(F)F)c1	-1.9	106.6	0.2	-0.1	8.5	2.1	-12.7	1.4	1.9
34	CCOc1cc(C(=O)NCc2ccccc2)ccc1OCC(=O)N1CCCCC1	-5.0	105.3	nt	0.3	-0.8	nt	nt	-3.7	1.8
35	CC(NC(=O)C(=O)NCC1CCCO1)c1ccccc1 (stereo not given)	-1.6	108.4	0.2	-0.1	-0.2	2.2	-1.7	1.6	5.2
36	Cn1c(=O)n(C)c2cc(NS(C)(=O)=O)ccc21	7.3	95.8	1.2	-0.1	4.7	-0.4	-3.4	4.3	1.6
37	CCCCCCNC(=O)Cc1nc2nc(C)cc(C)n2n1	-5.3	89.5	1.2	-0.2	-4.8	2.2	-4.4	0.7	5.9
38	Cc1ccc(S(=O)(=O)c2nnn3c2nc(N2CCN(c4ccccn4)CC2)c2ccccc23)cc1	-1.1	111.1	6.1	0.1	-19.1	0.7	-8.3	9.8	-4.0
39	O=C1/C(=C/c2ccc(F)cc2)CCC1C1CCCC1 (stereo not given)	0.9	101.8	0.9	-0.1	10.9	1.5	-3.6	-0.8	2.2
40	CN1C2C=C3C(C#N)=C(N)C(C#N)(C#N)[C@@H](c4cccc(F)c4)[C@@H]3C1CC2 (stereo not given in full)	27.3	101.5	2.5	-0.1	-3.3	-3.2	2.6	30.7*	22.9
41	Cc1ccc(OCCNC(=O)c2cc(=O)[nH]c3ccccc23)cc1	3.2	103.5	2.2	0.0	3.5	-0.3	2.0	2.3	-2.6
42	CC(NCc1ccccc1Cl)C(=O)Nc1ccc(S(=O)(=O)N2CCCC2)cc1 (stereo not given)	1.9	93.0	-0.7	0.0	-11.4	0.7	-0.9	0.9	5.6
43	CCOc1ccc(C(c2c(O)nc(SC)[nH]c2=O)c2c(O)nc(SC)[nH]c2=O)cc1	4.5	93.1	1.0	-0.1	-11.3	-3.8	-7.3	7.7	8.2
44	O=c1[nH]c(Cn2nnc(-c3ccccc3)n2)nc2scc(-c3ccccc3)c12	-2.2	96.9	-8.5	0.0	0.6	1.7	11.0	1.7	5.4
45	COc1ccc(N(C)C(=O)Cc2c(C(=O)O)n(C)c3ccccc23)cc1	-1.2	89.8	-4.5	0.0	3.5	2.1	1.5	5.0	2.6
46	Cc1cc(C)nc(NS(=O)(=O)c2ccc(NC(=S)NC(=O)C(C)C)cc2)n1	-5.4	105.6	-2.0	-0.1	14.4	0.3	-0.1	0.2	4.4
47	Cc1cc(OCC(=O)N(Cc2ccco2)c2c(N)n(Cc3ccccc3)c(=O)[nH]c2=O)ccc1Cl	-4.9	89.1	nt	-0.1	-0.6	nt	nt	-2.8	-3.1
48	CC(C)(CNC(=O)c1sc2cc(F)ccc2c1Cl)N1CCOCC1	11.5	104.6	3.3	-0.1	-8.4	0.5	-3.9	-2.3	-1.9
49	COc1ccc(S(=O)(=O)NCC(=O)N(Cc2ccco2)C(C(=O)NC(C)(C)C)C(C)C)cc1 (stereo not given)	0.1	106.5	1.5	0.0	-5.2	-0.2	0.5	4.6	4.8
50	Nc1c(C(=O)c2ccc(Br)cc2)oc2ccccc12	2.0	101.5	3.2	-0.6	4.2	-9.5	5.5	0.7	2.2
51	CN1CCC(C2(O)c3ccccc3CSc3sccc32)CC1 (stereo not given)	3.5	101.8	4.9	0.0	-9.6	nt	5.6	-1.3	1.9
52	COc1cccc(-c2nn(-c3ccccc3)cc2/C=C(/NC(=O)c2ccccc2)C(=O)O)c1	-3.3	105.9	-5.8	0.2	-11.4	0.3	-13.3	1.9	6.0
53	O=C(Cn1c(CN2CCCCC2)nc2ccccc2c1=O)NCc1ccco1	3.6	88.7	-3.4	0.1	10.1	0.3	-4.9	2.1	-7.7
54	CCOc1cc(NS(C)(=O)=O)c(OCC)cc1NC(=O)c1cccs1	3.4	92.4	-3.6	0.0	-3.1	0.3	0.9	-0.5	-2.5
55	O=C(Cc1ccccc1)Nc1ccccc1CO	0.7	97.8	0.2	0.0	14.4	nt	2.2	1.7	1.7
56	O=C(CSc1nc2ccccc2c(=O)n1CC1CCCO1)NCc1ccc2c(c1)OCO2 (stereo not given)	4.5	86.4	-3.0	-0.1	-4.4	-3.4	-2.5	1.6	2.1
57	O=C(NCCCn1ccnc1)/C(=C\c1cccs1)NC(=O)c1ccccc1	-6.5	103.3	0.6	0.1	12.1	0.4	5.8	0.4	7.2
58	CCOc1ccc(CNC2CCCc3ccccc32)cc1 (stereo not given)	-1.6	113.3	-0.2	0.1	-10.2	-0.7	-5.2	2.1	0.9
59	CC(C)CN(C(=O)CSc1nncs1)c1c(N)n(CC(C)C)c(=O)[nH]c1=O	-7.1	97.1	-6.8	0.0	-0.7	-2.7	-9.9	-6.5	11.4
60	CCN1C(=O)[C@H]2[C@@H](c3ccc(-c4ccccc4)c(OC)c3)N[C@@](Cc3ccccc3)(C(=O)OC)[C@H]2C1=O	4.0	105.2	1.3	0.0	-1.8	0.1	6.8	5.2	-3.9

High-throughput results from PubChem BioAssay.
